Compound activity (PubChem BioAssay)
mcGAS RapidFire: inhibitors of mouse cGAS; Q8C6L5; recombinant mouse cGAS, cGAMP by RapidFire MS; inhibition, % at 12.5 µM; 130,000 compounds, 0.18% hits; AID 1259397;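 active means inhibition of cGAS enzyme activity at or above 60%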;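 further: enzyme stimulated by 45 bp dsDNA with ATP and GTP substrates; cGAMP share of summed cGAMP plus half ATP and half GTP signals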
Target sequence (Q8C6L5 whole entry, looked up): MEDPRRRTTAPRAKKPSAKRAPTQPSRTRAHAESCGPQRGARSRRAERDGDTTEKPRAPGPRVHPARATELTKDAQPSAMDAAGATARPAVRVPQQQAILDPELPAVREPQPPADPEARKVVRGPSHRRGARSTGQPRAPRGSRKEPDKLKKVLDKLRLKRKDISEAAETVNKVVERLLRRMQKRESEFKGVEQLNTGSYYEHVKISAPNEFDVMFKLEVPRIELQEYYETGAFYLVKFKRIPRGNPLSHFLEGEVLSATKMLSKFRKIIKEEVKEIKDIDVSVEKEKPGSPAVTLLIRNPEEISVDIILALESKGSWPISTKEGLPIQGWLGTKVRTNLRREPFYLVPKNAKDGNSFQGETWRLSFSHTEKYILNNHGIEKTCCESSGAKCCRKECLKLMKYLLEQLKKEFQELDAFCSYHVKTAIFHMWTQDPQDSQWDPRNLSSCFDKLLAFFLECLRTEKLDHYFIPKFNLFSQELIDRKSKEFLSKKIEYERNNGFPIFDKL
* marks the source's active call; other numbers are inactive results. The list is partial (hit frequency here may not be typical).

smiles	mcGAS RapidFire
O=C(CN1C(=O)NC(c2cccc(Cl)c2)C2=C1COC2=O)Nc1ccc(F)cc1F (centres undefined)	0.0
c1cncc(COC2CCN(c3nc4nonc4nc3NCc3cccs3)CC2)c1	2.1
COC(=O)c1ccc(COn2c(=O)c(-c3cccs3)[n+]([O-])c3ccccc32)cc1	-8.4
Cc1ccc(C=Cc2sc3ccccc3[n+]2CCCS(=O)(=O)O)cc1	85.5*
O=C(NC1CC1)C1CCCN(C2CCN(c3ccnc4ccccc34)CC2)C1 (centres undefined)	-16.3
COc1cc(OC)c(CNC(=O)NCc2ccc(C#N)cc2)c(OC)c1	9.5
COC(=O)C1=C(C)NC2=C(C(=O)CC(c3ccccc3)C2)C1c1ccc(Cl)cc1 (centres undefined)	1.2
N#CCc1ncc(-c2cc3cc(Br)ccc3oc2=O)s1	-0.9
CC(=O)N1CCc2nc(C)nc(N(C)CCCN3CCCC3)c2CC1	-16.2
CC(C)N1C(=O)COCc2cc(-c3ccccc3)ccc21	-7.5
Cc1ccccc1OCCCC(=O)Nc1ccccc1N(C)C	-4.3
Cc1cnc(N2CCC(Oc3cccnc3)CC2)nc1N(C)C	-24.5
C=Cc1cccc(CN2CCC3(CC2)CNC(=O)C3)c1	-16.2
Cc1ccc(-c2ccc(=O)n(CC(N)=O)n2)cc1	-8.4
O=C(NS(=O)(=O)CCc1ccccc1)C1CCCC1	2.4
O=C(Nc1n[nH]c(C(F)(F)F)n1)c1cccc(Br)c1	-1.2
COc1ccccc1CN1CCn2nc(C(=O)O)cc2C1=O	-3.5
CCN1N=C(C(=O)NCCc2nc3cc(C)ccc3s2)CCC1=O	-1.2
Cc1ccc(NC(=O)CN2c3ccccc3NC(=O)C2(C)C)cc1	-13.0
Cc1ccc(C)c(S(=O)(=O)N(C(=O)c2ccncc2)c2ccc(OC(=O)c3ccncc3)cc2)c1	-6.9
Cc1c(C)n2c3c(=O)n(C)c(=O)n(C)c3nc2n1-c1ccccc1	-6.1
CC(C)COC(=O)c1nc(Cl)c(Cl)c(N)c1Cl	1.1
COc1ccc(C)cc1NC(=O)c1cc(Cl)c(Cl)n1C	-5.1
CC(C)N1C(=O)COCc2ccc(-c3cccc(C#N)c3)cc21	-9.1
CC(=O)NNC(=O)c1[nH]c2ccc(Cl)cc2c1-c1ccccc1	-2.3
Cc1ccc2nc(C)c(C(=O)Nc3ccc(S(=O)(=O)N(C)C)cc3)cc2c1	4.8
O=C1/C(=C\c2cccs2)CN(CC2CC2)C/C1=C\c1cccs1	-19.3
O=C(O)c1ccc(Br)s1	-2.6
CN(C)C(=O)c1cc(NC(=O)CNC(=O)Cc2ccccc2)ccc1Cl	2.7
O=c1c2cnc(N3CCCC3)nc2ccn1-c1cccc(C(F)(F)F)c1	-8.2
Cc1cccc(OCCNC(=O)c2cc(-n3cnnc3)ccc2Cl)c1	-2.9
Cc1ccccc1-n1c(SC(C)C(N)=O)nnc1-c1cccnc1 (centres undefined)	6.5
Cc1ccc(SC(C)C(=O)N(C)Cc2snnc2C)cc1 (centres undefined)	-23.3
CC(=O)NC1CCCN(C(=O)c2cnn(Cc3ccccc3)c2)C1 (centres undefined)	-6.3
Cc1ccc(OCC(=O)Nc2cc(-c3ccco3)nn2-c2nc(C)c(C)c(=O)[nH]2)cc1	2.4
O=C(Nc1cccnc1)C(c1ccc(Cl)cc1Cl)N1CCOCC1 (centres undefined)	-16.5
OCC(O)CN1CCN(Cc2csc3ccccc23)CC1 (centres undefined)	-3.8
Cc1ccc(O)c(C(=O)N2CCN(S(=O)(=O)c3ccccc3)CC2)c1	-11.6
CC(C(=O)Nc1cccc2ccccc12)N1CCc2ccc(O)cc2CC1 (centres undefined)	-11.1
CC1(C)NC(=O)N(CC(Br)CBr)C1=O (centres undefined)	-2.5
O=S(=O)(c1ccc(CN(CCO)c2ccccc2)cc1)C(F)F	-10.6
N#Cc1ccccc1CSc1nnc(C2CC2)n1C1CC1	-8.9
Nc1ccc(C(O)(C(F)(F)F)C(F)(F)F)cc1	-11.3
CC1CC(C)CN(S(=O)(=O)c2cc(S(C)(=O)=O)ccc2Cl)C1 (centres undefined)	-37.8
O=C(c1ccco1)N1CCCN(Cc2ccc(-c3ccn[nH]3)o2)CC1	0.9
CCC(NC(=O)c1cn[nH]c1-c1ccccc1)c1ccnn1C (centres undefined)	-25.9
COCc1ccc(C(=O)N(C)CC2CCCN(CCc3ccccc3F)C2)o1 (centres undefined)	-14.6
COc1ccc2cc(C(=O)Nc3ccc4c(c3)OC3(CCCCC3)O4)[nH]c2c1	-5.7
CCc1nc(N2CC[C@@H](N3CCC(O)CC3)[C@H](O)C2)ncc1C	-20.7
COC(=O)c1ccc(COC(=O)CNC(=O)c2ccc(C)s2)cc1	-7.4
CN[C@@H]1C(O[C@H]2O[C@H](CO)[C@@H](N)[C@H](O)[C@H]2O)O[C@H]2C[C@@H](N)[C@@H](O[C@H]3[C@H](O)[C@@H](O)[C@H](N)C[C@@H]3N)OC2[C@@H]1O (some centres undefined)	-4.3
NC(=O)NC(CC(=O)NCc1cccnc1)c1ccc(Cl)cc1 (centres undefined)	0.1
Cc1ccc(-c2c(-c3ccccc3)ncn2CCN2CCCC2=O)c(F)c1	-10.9
COC(=O)c1ccc(CN(Cc2ccco2)Cc2ccc(C)s2)o1	-6.5
Cc1nc(C(=O)N(CC2COc3ccccc3O2)C(C)C)cs1 (centres undefined)	-16.2
CC(NC(=O)N(C)Cc1ncnn1C)c1ccc(C(C)(C)C)cc1 (centres undefined)	-15.0
Cc1cccc(NC2=CC(=O)N(C)C2=O)c1	1.8
Cc1ccnc(SCc2cc(=O)n3c4ccccc4nc3n2Cc2ccccc2)n1	-33.1
CC1(C)S[C@@H]2[C@H](NC(=O)C(C(=O)O)c3ccsc3)C(=O)N2[C@H]1C(=O)O (some centres undefined)	-5.2
Cc1ccccc1N1CCN(C2CCCN(C(=O)c3ccc(C(F)(F)F)cc3)C2)CC1 (centres undefined)	-9.0

(next part)
smiles	mcGAS RapidFire
O=C(Nc1cccc(-n2cccn2)c1)C1CCCN(Cc2cccc(F)c2F)C1 (centres undefined)	-3.6
Cc1ccc(S(=O)(=O)Cc2ncc(C(C)C)o2)c(C)c1	-1.7
c1cnn(-c2ccc(CSc3nnnn3C3CC3)cc2)c1	-3.9
Cc1ccc(CN2C(=O)C(C)(C)ON=C2c2ccco2)cc1	-7.6
O=C(O)C1(c2ccccc2)CCN(S(=O)(=O)c2ccc(Cl)s2)CC1	-0.8
O=c1c2ccccc2nnn1Cc1nc(Cc2ccccc2)n[nH]1	-12.1
CN(Cc1ccc(Cl)cc1Cl)C(=O)C1CCN(S(=O)(=O)c2ccc3c(c2)CCC3)CC1	13.3
COc1cc(Cl)c(NC(=O)CCSc2ccccc2F)cc1OC	-4.6
Cc1nc(C(C)n2cnc3ccccc32)n(-c2ccc3c(c2)OCO3)n1 (centres undefined)	-7.3
CON(C)C(=O)c1cc(C)ccc1NS(C)(=O)=O	0.8
Cc1nn(CC(=O)NCc2ccco2)c(=O)c2c1cnn2C(C)(C)C	-6.4
Cc1ccc(Cc2nnc(N3CCCCC3)[nH]c2=O)cc1	-10.1
COc1ccc(-c2cn3nc(CNc4ccc5c(c4)OCO5)n4c3c2CCCC4)cc1	-2.2
O=C1c2ccccc2C(=O)N1CCOc1ccc(Cl)c2ccccc12	-2.3
Cc1cc(C(F)(F)F)nc(CCNC(=O)c2cnn3c2CCCC3)n1	-35.8
C=CCNC(=O)Cn1c(CO)cnc1SCc1cccc(F)c1	-7.2
COCc1c(C(=O)N[C@@H]2C[C@@H](C(=O)OC)N(C)C2)noc1C	-9.0
O=c1[nH]c(CSc2nnnn2C2CCCC2)nc2ccc(Cl)cc12	0.5
Cc1c(C(=O)NCCC#N)sc(=O)n1CC(=O)N(C)C	-17.6
CCOC(=O)c1nn(-c2ccccc2)c(=O)cc1NCc1cccc(OC)c1	-8.2
Cc1ccc(C(=O)Cn2cnc3c2c(=O)n(C)c(=O)n3C)s1	-4.7
Cc1cccc(-c2cnc(C(O)c3cc(C)cc(C)c3)[nH]2)c1 (centres undefined)	-2.2
N#Cc1cnc(SCC(=O)N(C2=CCCCC2)C2CC2)nc1N	-38.1
COc1cc(C=C(C#N)S(=O)(=O)c2ccc(F)cc2)cc(OC)c1OC	-6.9
Cc1cc(C)n(CCNC(=O)Cc2nc(C)sc2C)c(=O)n1	-6.3
CC(C)CC(=O)N1CCCC(Nc2ccccc2)C1 (centres undefined)	-10.4
NC(=O)Nc1ccc(CNC(=O)C2(c3ccc(F)cc3)CCOCC2)cc1	8.1
COCc1nn2c(nnc3c(=O)n(CCO)ccc32)c1-c1ccccc1	-7.4
CCCCC(C1=CCCN(C)C1)N(C)C(=O)c1cccs1 (centres undefined)	-33.2
COc1ccc(S(=O)(=O)NC(=O)C2(C)CCN2C(=O)Cc2ccc(C(C)(C)C)cc2)cc1OC (centres undefined)	-9.5
CC(=O)NC(CC(=O)N(CC#N)c1cccc(F)c1)c1ccccc1 (centres undefined)	-15.7
CN(Cc1cn[nH]c1-c1ccccc1)C(=O)c1cnnn1-c1ccccc1	-1.9
CC(NC(=O)c1cccc(N2CCCC2=O)c1)c1ccc(-n2cncn2)cc1 (centres undefined)	3.4
CC1(C(=O)Nc2ccc(Cl)c(Cl)c2)CCN1CCOc1ccccc1 (centres undefined)	-10.5
Cc1cccc(Oc2ccccc2CN)c1	-6.6
Cn1nc(C(F)(F)F)c2cc(C(=O)N3CCCC(c4ccn[nH]4)C3)sc21 (centres undefined)	-12.1
Cc1nc(-n2nc(C3CC3)cc2NC(=O)c2ccco2)[nH]c(=O)c1C	-1.0
CN(CCN1CCCC1CCCO)c1ccccc1 (centres undefined)	-5.7
CCSc1n[nH]c(-n2ccc3nc4ccn(CCC5=CCCCC5)c(=O)c4cc3c2=O)n1	-4.9
CC(C)N1CCC(C)(C(=O)Nc2ccccc2Oc2ccccc2)C1 (centres undefined)	-7.7
Cc1ncc2c(c1CNC(=O)Cc1ccsc1)CCN(C(=O)[C@@H]1C[C@@H]3C=C[C@H]1C3)C2	-9.2
CN(C1CCOCC1)S(=O)(=O)NCC1CCC2(CC1)OCCO2	1.9
CCCOc1ccc(Cl)cc1NC(=O)c1ccc(S(C)(=O)=O)cc1	-14.0
Cc1nnc2ccc(NCC(CN(C)C)C(O)c3ccccc3)nn12 (centres undefined)	-7.7
COc1ccc(C)cc1CN(C)c1ccc(S(C)(=O)=O)cc1S(C)(=O)=O	-9.0
Cc1ccc(S(=O)(=O)N(C)Cc2ccc(C(=O)NN=C3CCN(C)CC3)cc2)cc1	17.4
Cc1c(C(=O)NCCC#N)sc(=O)n1Cc1ccc(C(=O)N(C)C)cc1	-6.7
CN1CCCC(CN(C)C(=O)c2[nH]nc(N)c2-c2ccccc2)C1 (centres undefined)	-11.6
CCCCN(C(=O)CC1CCCC1)c1c(N)n(CCC)c(=O)[nH]c1=O	7.4
Cc1cc(C(F)(F)F)nc(CCNC(=O)C2CCC(=O)N(Cc3cccc(F)c3)C2)n1 (centres undefined)	-1.3
Cc1noc(C)c1S(=O)(=O)NC(=O)C1(C)CCN1C(=O)c1ccc(C2CCCCC2)cc1 (centres undefined)	-11.1
COC(=O)c1c(C)[nH]c(C(=O)N2CCc3cc(OC)c(OC)cc3C2)c1C	0.0
NC1CCN(c2ccccc2C(=O)NCc2ccc3c(c2)OCO3)CC1	-9.5
COc1ccc(CNC(=O)CCC(=O)N2CCc3ccccc3C2)cc1	0.5
COC(C)c1cccc(-c2nc(C(F)(F)F)nc(C)c2C)c1 (centres undefined)	-24.6
CC1CCc2cc(F)cc3c(=O)c(C(=O)O)cn1c23 (centres undefined)	57.0
CC1N=C(C(=O)OCC(=O)C(C#N)=C2N(C)c3ccccc3N2C)NN(c2ccccc2)C1=O (centres undefined)	-2.2
O=C(NCc1cnc2ccccn12)C1CCC(=O)N(CCc2cccc(F)c2)C1 (centres undefined)	-0.6
Cc1ccnn1-c1cccc(NC(=O)NCC2CCCO2)c1 (centres undefined)	-10.8
CCOC(=O)N1CCN(C(c2cccnc2)c2c(O)cc(C)n(CCOC)c2=O)CC1 (centres undefined)	-8.0

The listing continues:
smiles	mcGAS RapidFire
CC=CC=CC(=O)OCC(=O)NC(=O)NC1CCCC1	-7.4
CC(C)(C)n1ccc2c(cnc3nc(-c4cccnc4)nn32)c1=O	-7.3
CCOC(=O)N(Cc1ccc(Cl)cc1)C(=O)CC#N	42.9
Nc1c(C(=O)CSc2nnc(NCc3ccco3)s2)c(=O)[nH]c(=O)n1C1CC1	4.3
CCCC(C#N)NC(=O)CCCOc1cccc(F)c1 (centres undefined)	-12.8
Cc1ccc(NS(=O)(=O)c2ccc(C(=O)N(C)C3CCC(C)CC3)cc2)cc1 (centres undefined)	-9.4
CN(Cc1ccsc1)C(=O)c1[nH]nc(N)c1-c1ccccc1	-5.3
O=C(CN1CCN(C(=O)C2CCN(S(=O)(=O)c3ccc(Cl)cc3)CC2)CC1)NC1CC1	-8.5
O=C(NCCc1ccc(F)cc1)c1ccc2c(c1)OCO2	-4.8
CCN(C/C=C/c1ccccc1)C(=O)c1ccc(C#CC(C)(C)O)o1	-19.4
Cc1ccc(C2N3CC4(C)CN2CC(C)(C3)C4O)cc1 (centres undefined)	-7.1

Arranged by heavy-atom count (ascending): part of the list above.
smiles	mcGAS RapidFire
COC(=O)c1ccc(COC(=O)CNC(=O)c2ccc(C)s2)cc1	-7.4
CC(=O)N1CCc2nc(C)nc(N(C)CCCN3CCCC3)c2CC1	-16.2
COCc1ccc(C(=O)N(C)CC2CCCN(CCc3ccccc3F)C2)o1 (centres undefined)	-14.6
